GDH-TPI inh = GDH-TPI coupling enzyme inhibitors, primary screen, artefact control for M. tuberculosis FBA inhibitor project, biochemical, absorbance, full deck | GDH-TPI coupled enzyme counterscreen, NADH absorbance | inhibition, % at 4.8 µM | actives 1.2% (n = 360,000) | AID 588335, 2011; in the data active = inhibition above about 30%;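 also: 0% = DMSO wells and 100% = wells lacking the enzyme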
PfHsp40 yeast = rescue of yeast from PfHsp40 toxicity, primary screen, S. cerevisiae, ATP luminescence | S. cerevisiae expressing PfHsp40, growth rescue | growth rescue, % at 12.5 µM | actives 0.68% (n = 340,000); in the data active = growth rescue above about 28%, passing the limit was not always enough; inconclusive = no clear call, values can overlap the other calls;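 also: yeast W303a lacking pdr1 and pdr3 grown in galactose medium; growth measured after three days at 30 °C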
BioA inh = M. tuberculosis BioA enzyme inhibitors, primary screen, biochemical, plate reader, single point, HTS; actives 0.096% (n = 360,000); purified M. tuberculosis BioA enzyme; inhibition, % at 9.99 µM; in the data active = inhibition above about 40%; inconclusive = no clear call, values can overlap the other calls
TcdB GH inh = TcdB glycohydrolase inhibitors, primary screen, biochemical, single point, plate reader. Toxin B (Clostridioides difficile), P18177. AID 652162, 2013. actives 0.24% (n = 350,000). TcdB glycohydrolase enzymatic assay. inhibition, % at 9.99 µM; in the data active = inhibition above about 10%
FadD28 binding = inhibitors of FadD28 bisubstrate probe binding, primary screen, biochemical, fluorescence polarization, single point. inhibition, % at 12.5 µM. actives 0.22% (n = 360,000); in the data active = inhibition above about 8.5%, passing the limit was not always enough; inconclusive = no clear call, values can overlap the other calls
Y pestis TopoI = Yersinia pestis topoisomerase I inhibitors, primary screen, biochemical, cleavage product accumulation, plate reader, single point; AID 504884, 2011; DNA topoisomerase I (Yersinia pestis CO92); activity, % at 10 µM; actives 0.064% (n = 360,000); Y. pestis Topo-I cleavage product accumulation; in the data active = activity above about 50%, passing the limit was not always enough; inconclusive = no clear call, values can overlap the other calls; also: inactives centre near 2
Vc quorum ag = inducers of Vibrio cholerae quorum light production without autoinducers, primary screen, BH1578 luxS cqsA deficient, single point; activation, % at 18.7 µM; AID 588436, 2011; V. cholerae BH1578 lux reporter, luminescence, 6 h; actives 0.16% (n = 350,000); in the data active = activation mostly above about 9.7%, no sharp cut-off; inconclusive = no clear call, values can overlap the other calls; inactive = mostly below about 3.7%; also: not every result past the cut was called active; inactives centre near 0; reference of the scale not given here
Mtb UGM inh = M. tuberculosis UGM enzyme inhibitors, primary screen, biochemical, fluorescence polarization, single point; purified UGM, fluorescence polarization probe displacement; inhibition, % at 10 µM; actives 0.06% (n = 320,000); AID 504406, 2011; in the data active = inhibition above about 10%, passing the limit was not always enough; inconclusive = no clear call, values can overlap the other calls
Target sequence (P9WIQ1 whole entry, looked up): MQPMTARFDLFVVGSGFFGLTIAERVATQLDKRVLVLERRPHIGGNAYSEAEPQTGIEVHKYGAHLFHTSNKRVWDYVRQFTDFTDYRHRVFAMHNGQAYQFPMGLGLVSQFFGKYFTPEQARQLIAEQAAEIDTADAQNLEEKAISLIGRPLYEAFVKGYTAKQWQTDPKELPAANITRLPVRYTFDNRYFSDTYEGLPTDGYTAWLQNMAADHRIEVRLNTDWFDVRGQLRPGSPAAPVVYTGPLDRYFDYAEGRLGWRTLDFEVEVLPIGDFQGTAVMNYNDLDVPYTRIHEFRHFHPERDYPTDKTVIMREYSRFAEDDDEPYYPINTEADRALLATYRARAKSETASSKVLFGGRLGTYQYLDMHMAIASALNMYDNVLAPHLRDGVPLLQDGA
FBA Mtb inh = Mtb FBA enzyme inhibitors, primary screen, biochemical, fluorescence, strain H37Rv. Fructose-bisphosphate aldolase (Mycobacterium tuberculosis (strain ATCC 25618 / H37Rv)), …. purified M. tuberculosis FBA, fluorescence read-out. inhibition, % at 1 µM. actives 2.3% (n = 360,000); in the data active = inhibition above about 27%;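 also: 0% = vehicle and 100% = reference inhibitor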
Target sequence (P9WQA3 whole entry, looked up): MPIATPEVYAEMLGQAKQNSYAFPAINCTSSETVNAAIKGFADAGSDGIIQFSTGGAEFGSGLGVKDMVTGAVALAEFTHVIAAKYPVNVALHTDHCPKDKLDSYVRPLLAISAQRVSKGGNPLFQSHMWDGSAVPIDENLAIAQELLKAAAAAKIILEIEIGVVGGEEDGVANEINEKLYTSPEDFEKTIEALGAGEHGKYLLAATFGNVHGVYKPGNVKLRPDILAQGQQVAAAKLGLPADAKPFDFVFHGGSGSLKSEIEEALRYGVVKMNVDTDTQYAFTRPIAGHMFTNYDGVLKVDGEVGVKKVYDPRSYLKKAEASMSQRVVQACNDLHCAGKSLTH
* hit, by the source's call; i = inactive; ? = inconclusive; . = not tested or not shown; & = joins results of further samples.

Key to letters: A = GDH-TPI inh; B = PfHsp40 yeast; C = BioA inh; D = TcdB GH inh; E = FadD28 binding; F = Y pestis TopoI; G = Vc quorum ag; H = Mtb UGM inh; I = FBA Mtb inh
O=C(O)[C@@H]1[C@H]2C[C@H]3c4[nH]c5ccccc5c4CCN3C[C@@H]2CC[C@@H]1O
  A = 8	B = -0.3	C = -11	D = -0.9	E = 2.1	F = -7	G = i	H = 2.6	I = 5

CCCn1ncc(CN2CCCC(C(=O)c3cccc(OC(C)C)c3)C2)c1C (stereo not given)
  A = -3	B = 1.1	C = .	D = 1.2	E = -2.0	F = 6	G = 3.6	H = -0.5	I = -1

COc1cc2nc(N3CCN(C(=O)C4COc5ccccc5O4)CC3)nc(N)c2cc1OC (stereo not given)
  A = 18	B = -0.5	C = 17	D = 2.9	E = -3.9	F = -20	G = i	H = -2.0	I = 85*

C[C@]12CC[C@H]3[C@@H](CCC4=CC(=O)CC[C@@]43C)[C@@H]1CC[C@@H]2C(=O)CO
  A = -2	B = -1.0	C = 20	D = -0.3	E = -0.3	F = 1	G = 4.2	H = -1.2	I = -4

CCOC(=O)C1(CCOc2ccccc2)CCN(Cc2ccc(O)c(Cl)c2)CC1
  A = 3	B = 1.0	C = 2.5	D = 1.5	E = -5.2	F = 2	G = i	H = -2.2	I = -2

CCCOc1ccccc1-c1nc2n[nH]nc2c(=O)[nH]1
  A = -9	B = -0.5	C = -1.1	D = 0.4	E = -4.2	F = -5	G = i	H = 0.5	I = -1

CC(=O)[C@H]1CC[C@H]2[C@@H]3C[C@H](C)C4=CC(=O)CC[C@]4(C)[C@H]3[C@@H](O)C[C@]12C
  A = 0	B = -1.0	C = 1.4	D = 0.7	E = -0.2	F = 15	G = i	H = -0.5	I = 4

COc1ccccc1OCC(O)COC(N)=O (stereo not given)
  A = 4	B = ?	C = -0.1	D = 0.0	E = -1.8	F = -5	G = 4.2	H = 0.0	I = 5

O=C1N(c2ccccc2)c2ccccc2C1(Cc1ccncc1)Cc1ccncc1
  A = -10	B = -1.2	C = -1.0	D = 1.7	E = -4.0	F = -2	G = 0.5	H = 1.1	I = 0

CN1CCC(=C2c3ccccc3CCc3sccc32)CC1
  A = -1	B = -1.3	C = -2.9	D = .	E = -2.2	F = -10	G = i	H = 2.4	I = 7

O=C(Cn1ccnc1[N+](=O)[O-])NCCO
  A = 4	B = .	C = -0.6	D = -6.2	E = -0.3	F = -4	G = -0.4	H = .	I = 2

COc1ccc(CN(CCN(C)C)c2ccccn2)cc1
  A = 9&-15&7	B = -0.7&-0.7&-0.2	C = 0.3&1.0&0.7	D = 0.0&0.9&-0.2	E = 1.2&-2.6&-2.0	F = 5&-2&0	G = -0.4&6.2&-3.8	H = 3.1&2.8	I = -1&1&2

N=C(N=C(N)N)N1CCOCC1
  A = 4	B = 0.2	C = 0.1	D = 0.9	E = -2.3	F = 2	G = -3.6	H = -0.4	I = -2

CCC[C@H](N[C@@H](C)C(=O)N1[C@H](C(=O)O)C[C@@H]2CCCC[C@@H]21)C(=O)OCC
  A = -13	B = -1.7	C = -1.8	D = 2.6	E = -2.3	F = -8	G = i	H = 2.8	I = 6

CC[C@@H]1C(=O)OC[C@@H]1Cc1cncn1C
  A = -7	B = 1.1	C = 0.6	D = 1.0	E = -4.3	F = 0	G = i	H = 0.7	I = -2

CC(=O)O[C@]1(C(C)=O)CC[C@H]2[C@@H]3C=C(Cl)C4=CC(=O)[C@@H]5C[C@@H]5[C@]4(C)[C@H]3CC[C@@]21C
  A = 1&5	B = 0.2&-0.1	C = -0.9&4.4	D = 1.1&-0.8	E = 0.0&-2.2	F = 14&4	G = -0.8&-0.3	H = 0.5&1.2	I = 4&1

CN(C)C/C=C(/c1ccc(Br)cc1)c1cccnc1
  A = 0	B = 0.4	C = 2.0	D = 0.3	E = -2.7	F = -1	G = i	H = -0.4	I = -2

O=C1NCC2(CCN(CCc3ccccc3)CC2)O1
  A = 6	B = 1.3	C = 0.5	D = 0.5	E = -3.9	F = 0	G = 3.6	H = -1.0	I = -4

CC1=C(C(=O)O)N2C(=O)[C@@H](NC(=O)[C@H](N)c3ccc(O)cc3)[C@H]2SC1
  A = 1	B = -0.9	C = -1.5	D = 0.6	E = 1.5	F = -1	G = -0.7	H = .	I = 3

COc1c(O)cc2c(c1O)C1OC(CO)C(O)C(O)C1OC2=O (stereo not given)
  A = 20	B = -0.9	C = 4.7	D = 0.7	E = -0.3	F = -6	G = i	H = 0.6	I = 2

Cc1onc(-c2ccccc2Cl)c1C(=O)N[C@@H]1C(=O)N2[C@@H]1SC(C)(C)[C@@H]2C(=O)O
  A = -2&-1	B = 0.6&-0.4	C = 0.0&-1.4	D = 0.2&0.5	E = -2.2&-0.7	F = -2&5	G = -0.6	H = 0.7&-0.1	I = 1&0

C=C1c2cccc(O)c2C(=O)C2C(=O)[C@]3(O)C(=O)C(C(N)=O)C(=O)[C@@H](N(C)C)[C@@H]3[C@@H](O)[C@H]12 (stereo not given in full)
  A = 28	B = 60*	C = -0.9	D = -0.6	E = 3.4	F = -12	G = i	H = .	I = -1

Nc1ccc(C(=O)Nc2ccccc2N)cc1
  A = 3	B = 0.2	C = -1.8	D = 0.0	E = 1.4	F = -6	G = -0.3	H = 0.5	I = 5

c1ccc2c(CC3=NCCN3)cccc2c1
  A = 9	B = 0.5	C = -0.2	D = -1.4	E = -1.7	F = 0	G = 4.3	H = -0.1	I = 4

CC1(C)OC2CC3C4CC(F)C5=CC(=O)C=CC5(C)C4(F)C(O)CC3(C)C2(C(=O)CO)O1 (stereo not given)
  A = 8	B = -0.9	C = -1.3	D = 0.3	E = 0.9	F = -14	G = -1.5	H = 1.6	I = 4

Pulled by compound from the entries so far, five records:
Key to letters: A = GDH-TPI inh; B = PfHsp40 yeast; C = BioA inh; D = TcdB GH inh; E = FadD28 binding; F = Y pestis TopoI; G = Vc quorum ag; H = Mtb UGM inh; I = FBA Mtb inh
CCCOc1ccccc1-c1nc2n[nH]nc2c(=O)[nH]1
  A = -9	B = -0.5	C = -1.1	D = 0.4	E = -4.2	F = -5	G = i	H = 0.5	I = -1

COc1ccc(CN(CCN(C)C)c2ccccn2)cc1
  A = 9&-15&7	B = -0.7&-0.7&-0.2	C = 0.3&1.0&0.7	D = 0.0&0.9&-0.2	E = 1.2&-2.6&-2.0	F = 5&-2&0	G = -0.4&6.2&-3.8	H = 3.1&2.8	I = -1&1&2

COc1ccccc1OCC(O)COC(N)=O (stereo not given)
  A = 4	B = ?	C = -0.1	D = 0.0	E = -1.8	F = -5	G = 4.2	H = 0.0	I = 5

O=C1NCC2(CCN(CCc3ccccc3)CC2)O1
  A = 6	B = 1.3	C = 0.5	D = 0.5	E = -3.9	F = 0	G = 3.6	H = -1.0	I = -4

CN1CCC(=C2c3ccccc3CCc3sccc32)CC1
  A = -1	B = -1.3	C = -2.9	D = .	E = -2.2	F = -10	G = i	H = 2.4	I = 7

More compounds
Key to letters: A = GDH-TPI inh; B = PfHsp40 yeast; C = BioA inh; D = TcdB GH inh; E = FadD28 binding; F = Y pestis TopoI; G = Vc quorum ag; H = Mtb UGM inh; I = FBA Mtb inh
NS(=O)(=O)c1cc2c(cc1C(F)(F)F)NC(Cc1ccccc1)NS2(=O)=O (stereo not given)
  A = 11	B = -0.1	C = 12	D = -2.9	E = -5.1	F = -3	G = i	H = -3.2	I = 6

Cc1nc2c3ccccc3nc(NNC(=O)CCC(=O)N3CCN(c4ccccc4)CC3)n2n1
  A = 1	B = -0.7	C = 0.5	D = 1.4	E = 0.3	F = 8	G = -0.4	H = -1.2	I = -3

CC(C)=CC(=O)O[C@@H]1Cc2cc3ccc(=O)oc3cc2OC1(C)C
  A = 19	B = 0.6	C = 1.9	D = 0.1	E = 0.7	F = 9	G = -0.4	H = 0.3	I = 34*

O=c1cc[nH]c(=O)[nH]1
  A = 3	B = 2.0	C = -1.5	D = 0.9	E = -0.2	F = 3	G = -0.7	H = -0.5	I = 6

CC(C)(CO)[C@@H](O)C(=O)NCCC(=O)O
  A = -11	B = -1.8	C = -0.9	D = .	E = -2.3	F = 10	G = -0.2	H = -0.6	I = 1

CCCCCCCCO
  A = -1	B = -0.6	C = 0.0	D = 0.0	E = -0.5	F = 6	G = -0.3	H = 0.9	I = 2

CC(C)Cn1cnc2c1c(=O)n(C)c(=O)n2C
  A = 2	B = 2.4	C = 0.0	D = -4.9	E = -1.7	F = 1	G = i	H = 2.5	I = -2

Cc1nnc(NS(=O)(=O)c2ccc(N)cc2)s1
  A = 2	B = 0.8	C = -0.4	D = 1.1	E = -1.2	F = -1	G = 4.2	H = 0.4	I = -2

O=C(O)COC(=O)Cc1ccccc1Nc1c(Cl)cccc1Cl
  A = -7	B = 0.9	C = 1.5	D = 0.4	E = -4.0	F = 0	G = -0.3	H = -2.6	I = -1

CC1=NN(c2ccccc2)C(=O)C1
  A = 4	B = 0.1	C = 0.3	D = -0.6	E = -0.2	F = -1	G = i	H = 1.5	I = -3

CC(=O)N1C[C@H](O)C[C@H]1C(=O)O
  A = -7	B = -1.8	C = -0.9	D = 1.0	E = -3.1	F = -2	G = i	H = -1.3	I = -2

Cc1coc2c1C(=O)C(=O)c1c-2ccc2c1CCCC2(C)C
  A = 4	B = ?	C = 0.0	D = 0.0	E = ?	F = -9	G = 0.2	H = 4.7	I = 5

Cc1cc(C)nc(/N=C(\N)Nc2ccc(S(N)(=O)=O)cc2)n1
  A = -7	B = -0.4	C = 0.5	D = 0.6	E = -4.0	F = -1	G = 0.4	H = -0.1	I = -1

CC1(C)O[C@H]2CC(=O)OCC23[C@H]2CC[C@@]4(C)[C@H](c5ccoc5)OC(=O)[C@H]5O[C@]54[C@]2(C)C(=O)C[C@@H]13 (stereo not given in full)
  A = 9	B = 0.0	C = -0.2	D = -1.9	E = -1.6	F = -3	G = -0.8	H = 1.5	I = 4

Nc1cc(-c2ccncc2)c[nH]c1=O
  A = 2	B = 16	C = 1.8	D = -3.5	E = 0.4	F = 3	G = i	H = 2.2	I = 1

CN(C)CCCN1c2ccccc2Sc2ccccc21
  A = 9	B = -1.0	C = 0.9	D = -4.0	E = -1.5	F = -18	G = i	H = -1.3	I = 4

C[C@H]1c2cccc(O)c2C(=O)C2C(=O)C3(O)C(=O)C(C(N)=O)C(=O)[C@@H](N(C)C)[C@@H]3[C@@H](O)[C@@H]21 (stereo not given in full)
  A = 13	B = 0.4	C = 0.5	D = -2.1	E = 0.0	F = -16	G = 4.3	H = .	I = -1

C/C=C/C=N\NC(=O)c1ccncc1
  A = 8	B = -0.7	C = -0.3	D = -4.1	E = -3.3	F = 2	G = i	H = -1.2	I = -2

CCOc1ccc(S(=O)(=O)N2CCCCCC2)c2ccccc12
  A = 10	B = 0.3	C = 1.6	D = .	E = -2.7	F = -1	G = -1.0	H = 3.5	I = -1

COc1nc(C)nc(Cl)c1NC1=NCCN1
  A = 1&-2	B = 1.7&-1.1	C = 0.1&-1.0	D = 1.8&2.7	E = 0.2&-1.4	F = -1&-11	G = -0.3	H = -1.8	I = 1&6

C[C@H](CCC(=O)O)[C@H]1CC[C@H]2[C@@H]3[C@@H](O)C[C@@H]4C[C@H](O)CC[C@]4(C)[C@H]3CC[C@]12C
  A = 6	B = -0.3	C = -0.9	D = -0.6	E = -0.1	F = 3	G = -0.2	H = -2.5	I = 0

CC(=O)NCCCCCC(=O)O
  A = -3	B = .	C = -1.2	D = -0.2	E = -1.2	F = 3	G = -0.5	H = .	I = 1

NC(=O)NC(CCC(=O)O)C(=O)O (stereo not given)
  A = 10	B = -1.4	C = -0.7	D = -0.2	E = -1.3	F = 10	G = -0.3	H = -1.4	I = 3

Some of the compounds tested (hit frequency here may not be typical).
